mcGAS RapidFire – blocks mouse cGAS cGAMP production; recombinant mouse cGAS, cGAMP by RapidFire MS; AID 1259397; inhibition, % at 12.5 µM; Q8C6L5; 130,000 compounds, 0.18% hits;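 active = inhibition of cGAS enzyme activity at or above 60%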;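 also: enzyme stimulated by 45 bp dsDNA with ATP and GTP substrates; cGAMP share of summed cGAMP plus half ATP and half GTP signals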
Target sequence (Q8C6L5 whole entry, looked up): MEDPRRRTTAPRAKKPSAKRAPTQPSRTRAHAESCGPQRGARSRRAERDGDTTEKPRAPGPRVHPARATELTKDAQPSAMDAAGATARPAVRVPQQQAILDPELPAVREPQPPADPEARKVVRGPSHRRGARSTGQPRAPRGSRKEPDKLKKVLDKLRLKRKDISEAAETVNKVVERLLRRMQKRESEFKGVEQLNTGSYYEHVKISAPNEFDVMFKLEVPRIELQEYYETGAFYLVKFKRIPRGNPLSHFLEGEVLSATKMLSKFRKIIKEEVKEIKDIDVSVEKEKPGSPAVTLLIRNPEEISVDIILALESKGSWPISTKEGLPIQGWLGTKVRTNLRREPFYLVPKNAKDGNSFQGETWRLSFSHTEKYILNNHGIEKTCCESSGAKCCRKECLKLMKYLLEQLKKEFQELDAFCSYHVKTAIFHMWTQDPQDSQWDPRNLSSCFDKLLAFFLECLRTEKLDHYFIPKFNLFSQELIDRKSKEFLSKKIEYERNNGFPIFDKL
Active calls of the source: *; & = joins results of further samples. Only part of the results is shown. The share of hits here may be higher or lower than overall.

Start of the data: the first three records, ahead of the listing:
Compound,mcGAS RapidFire
CC(C)(Oc1cccc(Cl)c1)C(=O)N1CCCC(n2cncn2)C1 (configuration not stated),-5
CC=CCn1c(=O)c2c(nc3n2CC(C)=NN3Cc2ccc(F)cc2)n(C)c1=O,2
COc1ccccc1C(=O)N1CCCN(c2cnc3ccccc3n2)CC1,-4

The list itself (from the top)
Compound,mcGAS RapidFire
CC(C)(Oc1cccc(Cl)c1)C(=O)N1CCCC(n2cncn2)C1 (configuration not stated),-5
CC=CCn1c(=O)c2c(nc3n2CC(C)=NN3Cc2ccc(F)cc2)n(C)c1=O,2
COc1ccccc1C(=O)N1CCCN(c2cnc3ccccc3n2)CC1,-4
Cc1ccc(C)c(Cn2c(=O)c3c(nc4n(CCOCCO)c(C)cn34)n(C)c2=O)c1,-6
CC(C)Nc1nn(CN(C)Cc2ccccc2Cl)c(=S)s1,-6
COc1cc(C(=O)NS(=O)(=O)c2ccccc2C)ccc1Cc1cn(C)c2ccc(NC(=O)OC3CCCC3)cc12,-10
CC(=O)Nn1ccc2c(cnc3nc(-c4ccccc4)nn32)c1=O,-6
O=C1CCCC/C1=C\Nc1nc(-c2ccccc2)cs1,-12
CC(C)(C)c1cc(N)n(C(C)(C)C)n1,-2
Cc1noc(C)c1CN1C(=O)C(C)ON=C1c1ccc(CN2CCOCC2)cc1 (configuration not stated),-5
COCC(C)NC(=O)Nc1ccccc1CN1CCc2ccccc21 (configuration not stated),-11
Cc1cc(NCCN2CCCC(CO)C2)nc(-c2ccccc2)n1 (configuration not stated),-25
O=c1oc2ccccc2n1-c1nc2ccccc2o1,-1
CCC(=O)C1=C(c2ccc(F)cc2)N(C(=O)CC)n2c(nnc2C2CCCCC2)S1,-5
COCc1nn2c(N)c(C#N)nnc2c1-c1ccccc1,7
CCC(C(=O)Nc1cc(C)on1)N(C)Cc1ccc(OC(F)F)c(OC)c1 (configuration not stated),-5
O=C(CCCc1c[nH]c2ccccc12)N1CCCC1c1ccc(F)cc1 (configuration not stated),0
C#CCN1CCC[C@H]1C(=O)Nn1cnc2ccccc21,0
Nc1nnc(CCCNC(=O)c2ccccc2N2CCOCC2)s1,-22
CC(OC(=O)C1CCN(C(N)=O)CC1)C(=O)Nc1ccc(C#N)cc1 (configuration not stated),0
O=C(O)C(O)(c1ccccc1)C(O)c1ccccc1 (configuration not stated),-12
Cc1ccnc2nc(CC#N)[nH]c12,1
CCc1nc(CCNC(=O)c2csc(S(N)(=O)=O)c2)cs1,-8
CCCc1ncncc1C(=O)NCc1cc(F)cc2c(C)c(C)[nH]c12,-13
Brc1ccc(-c2nc(-c3ccncc3)no2)cc1,-5
CN(CCn1ccnc1)C(=O)CC(c1ccccc1)c1ccccc1Cl (configuration not stated),-10
CC(=O)N1CCc2c(sc(NC(=O)c3ccc(C)cc3)c2-c2nc3ccccc3s2)C1,6
Cc1cccc(N2CCN(CCn3c(=O)[nH]c4ccccc4c3=O)CC2)c1,-7
Cc1ccc(C)c2[nH]c(=O)c(CCNC(=O)C3c4ccccc4Oc4ccccc43)cc12,-3
CC1CCC2(CC1)NC(=O)N(CC(=O)NC(C)(C)C)C2=O (configuration not stated),2
Cc1ccc(CN2CCN(Cc3cccnc3)CC2CCO)o1 (configuration not stated),-4
CCOc1ccc(CCN=C=S)cc1OCC,-6
CNS(=O)(=O)c1cc(C(=O)O)co1,0
CS(=O)c1ccc(-c2nc(-c3ccc(F)cc3)c(-c3ccncc3)[nH]2)cc1 (configuration not stated),-8
Cc1ccc(S(=O)(=O)NC(=O)C2(C)CCN2C(=O)Cc2ccsc2)cc1 (configuration not stated),-2
CCN=C1NN=C(c2ccc(NC(C)=O)cc2F)CS1,-2
CCNC(=O)NC(=O)C(C)Sc1nc2ccccc2c(=O)n1CCOC (configuration not stated),-3
Cc1ccc(NCc2nc3sc4c(c3c(=O)n2CC#N)CCCC4)cc1,-1
O=C(NCc1cccc2ccccc12)Nc1ccc2c(c1)CCCN2C(=O)C1CC1,-3
Cc1nnnn1Cc1ccc(C(=O)N2CCOC(C(F)(F)F)C2)cc1 (configuration not stated),-13
Cn1nc(CC2CCN(CC3CCOC3)CC2)n(-c2ccccc2)c1=O (configuration not stated),-9
CC(C)C[C@H]1CN(C(=O)c2cccc3nccnc23)CC[C@@]1(C)O,-13
C=CCN(Cc1ccccc1C)C(=O)c1cc(C)nn1CC,-12
Cc1ccc(-n2nc3c4nonc4ccc3[n+]2[O-])cc1,-1
COCCn1c(N2CCN(CC=Cc3ccccc3)CC2)nc2c1c(=O)[nH]c(=O)n2C,1
CN1[C@H]2CC[C@@H]1CN(C(=O)CCCNCc1ccccc1)CC2,-18
Cc1ccc(N=Cc2cc([N+](=O)[O-])cc(Br)c2O)nc1,39
CCCn1c(SCc2nc(-c3ccc(C)c(F)c3)no2)nc2ccccc2c1=O,-13
Cc1cc(C(F)(F)F)n(-c2ccc(N)cc2)n1,-22
CCOC(=O)c1c(NC(=O)Cc2ccccc2)sc(C(=O)Nc2cccc([N+](=O)[O-])c2)c1C,4
CC(C)(C)c1ccc(/C=N\n2cnc3ccc(Br)cc3c2=O)cc1,3
CN1CC2(CCN(Cc3nccn3Cc3ccccc3)C2)OC1=O (configuration not stated),-15
Cc1cc(C(=O)CN2C(=O)C(=O)N(C(C)C)C2=O)c(C)n1CCc1cccs1,-4
CC(C)(C)CN1CCC(Oc2ccc(C(=O)NCC3CCOCC3)cc2Cl)CC1,-5
CCCCC(N=C1NS(=O)(=O)c2ccccc21)C(=O)NC1=NCCS1 (configuration not stated),-13
CCN(C)C(=O)C1CSCN1C(=O)c1nc(Cl)ccc1Cl (configuration not stated),-5

Other records.
Compound,mcGAS RapidFire
CCOc1cccc(-c2csc(CN3CCNCC3)c2)c1,-7
COCCn1nc(C(=O)N=c2sccn2Cc2ccc(C)cc2)ccc1=O,1
Cc1nc(C)n(CC2CCCN(C(C)c3cccnc3)C2)n1 (configuration not stated),14
CC(C)C(=O)N1CCC(Nc2snc(Cl)c2C#N)CC1,17
COc1ccc(O)c(C(C)NC(=O)c2cc(C)nn2C)c1 (configuration not stated),-11
CC(C)(CNC(=O)N1CCS(=O)(=O)CC1)c1cccc(Cl)c1,-8
Cc1cc(C)cc(N2CCN(Cc3ccc(-c4ccn[nH]4)o3)CC2=O)c1,28
O=C1CC(Nc2ccc(Br)cc2)C=C1Nc1ccc(Br)cc1 (configuration not stated),-11&2

3 entries out of the list above, ordered by the value under mcGAS RapidFire, falling:
smiles	mcGAS RapidFire
Cc1cc(C)cc(N2CCN(Cc3ccc(-c4ccn[nH]4)o3)CC2=O)c1	28
CC(C)(CNC(=O)N1CCS(=O)(=O)CC1)c1cccc(Cl)c1	-8
COc1ccc(O)c(C(C)NC(=O)c2cc(C)nn2C)c1 (configuration not stated)	-11

(listing goes on)
Compound,mcGAS RapidFire
CCOC(=O)C1=C(C)NC(C)=C(C(=O)OC)C1c1cccc([N+](=O)[O-])c1 (configuration not stated),-13&-9&-1
NC(=O)Cn1cc(NS(=O)(=O)c2ccc(Br)cc2Cl)cn1,-4
C=CCn1c(N2CCOCC2)nc2c1c(=O)[nH]c(=O)n2C,-6
CCOc1ccc(S(=O)(=O)CC(=O)NC2CC2)cc1,0
Cc1csc(SCC(=O)N(C)C2CCCN(Cc3ccccc3F)C2)n1 (configuration not stated),-13
O=c1c2nnn(-c3ccc(F)cc3)c2ncn1Cc1ccc(F)cc1,5
CC(=O)c1cccc(NC(=O)C(C)N2C(=O)c3ccccc3S2(=O)=O)c1 (configuration not stated),-7
CCOC(=O)C(CC)Sc1ccc(NC(=O)C2CC2)nn1 (configuration not stated),8
CCOC(=O)CC(C)(O)c1cccc(O)c1 (configuration not stated),0
CC1CCC(C(C)C)C(OP(=O)(NC(C)C)c2ccccc2)C1 (configuration not stated),47
O=C(C(c1ccccc1)n1cccc1)N1CCOCC1 (configuration not stated),-1
O=C(N1CCN(S(=O)(=O)c2cccs2)CC1)n1ccnc1,-15
CCC(CC)C(=O)N1CCC(NC(=O)NCC(OC)c2ccccc2)CC1 (configuration not stated),-6
Cc1ccc(-c2nnco2)cc1,-7
COCc1ccc(C(=O)N2CCCC(CCC(=O)NCc3ccccc3Cl)C2)o1 (configuration not stated),-5
Cn1ccc2cc(C#N)ccc21,-47

Reprinted from the listing (5 entries):
Compound,mcGAS RapidFire
CCOC(=O)CC(C)(O)c1cccc(O)c1 (configuration not stated),0
CC1CCC(C(C)C)C(OP(=O)(NC(C)C)c2ccccc2)C1 (configuration not stated),47
O=C(C(c1ccccc1)n1cccc1)N1CCOCC1 (configuration not stated),-1
O=C(N1CCN(S(=O)(=O)c2cccs2)CC1)n1ccnc1,-15
CCC(CC)C(=O)N1CCC(NC(=O)NCC(OC)c2ccccc2)CC1 (configuration not stated),-6

(cont.)
Compound,mcGAS RapidFire
CN1CCN(c2cc(OCCNS(=O)(=O)c3ccc(F)cc3)ncn2)CC1,-5
N#Cc1cnc(N2CCC(NC(=O)Nc3ccc(F)cc3)C2)c(Cl)c1 (configuration not stated),-6
O=S(=O)(c1ccc(CCl)o1)N1CCCC1,-13
COC(=O)c1cncc(C(=O)OC)c1,-6
CN(CCc1ccccn1)C(=O)CCC1CCCN(C(=O)c2c3c(nn2C)CCCC3)C1 (configuration not stated),-9
CC12CCC(c3c(C(=O)O)nn(-c4ccccc4)c31)C2(C)C (configuration not stated),-5
O=C1CCc2cc(S(=O)(=O)Nc3ccccc3C(F)(F)F)cc3c2N1CC3,4
Cc1ccc(CNCC2CC3C=CC2C3)cc1 (configuration not stated),-6
Cc1ccc(C(O)=C2C(=O)C(=O)N(CCCN(C)C)C2c2cccc([N+](=O)[O-])c2)cc1 (configuration not stated),8
O=C1/C(=C/c2ccccc2F)SC(=S)N1CC1CCCO1 (configuration not stated),0
COC(=O)CN1CCN(c2nc(C)nc3sc4c(c23)CCCC4)CC1,5
O=C(Nc1ccc(Cl)c(C(F)(F)F)c1)C(c1ccccc1)N1CCCC(O)C1 (configuration not stated),-4
CS(=O)(=O)CCCCN=C=S,3
CSC1=NCCN1C(=O)c1cc(Br)cn1C,-16
CCN(C(=O)CSCc1nc(N)nc(N(C)C)n1)C1CCCCC1,12
O=C(c1ccc2nonc2c1)N1CCCC2(CCCc3ccccc32)C1 (configuration not stated),0
Cc1[nH]c2ccc(C(=O)N(C)CC(=O)N(C)C)cc2c1C,-4
CC1C(=O)c2cccc3c(=O)n(-c4ccccc4)c(O)c(c23)C1=O (configuration not stated),1
CC(C)N1CCN(Cc2ccc(C#CC(C)(C)O)s2)CC1CCO (configuration not stated),-2
O=C(CC1NC(=O)c2ccccc21)NCc1ccccc1-n1cccn1 (configuration not stated),-11
CCOc1cc(Cl)c(CN2CCCC2Cn2cccn2)cc1OC (configuration not stated),-18
O=C(NNC(=O)c1cccs1)c1ccc2ccccc2n1,-7
CC(=O)c1ccc(N2CCN(C(C)C(=O)Nc3ccc4[nH]c(=O)[nH]c4c3)CC2)cc1 (configuration not stated),-2
CCc1nn(C)c(Cl)c1CN1CCC(c2nn(C)c(=O)n2CC)CC1,-26

The list goes on, overlapping the part above by 4 compounds.
Compound,mcGAS RapidFire
CCOc1cc(Cl)c(CN2CCCC2Cn2cccn2)cc1OC (configuration not stated),-18
O=C(NNC(=O)c1cccs1)c1ccc2ccccc2n1,-7
CC(=O)c1ccc(N2CCN(C(C)C(=O)Nc3ccc4[nH]c(=O)[nH]c4c3)CC2)cc1 (configuration not stated),-2
CCc1nn(C)c(Cl)c1CN1CCC(c2nn(C)c(=O)n2CC)CC1,-26
COc1ccc(CN2CCN(Cc3ccc(OC)c(O)c3)CC2CCO)cc1C (configuration not stated),-4
CC1CCCCC1NC(=O)C(C#N)=Cc1ccc(F)cc1 (configuration not stated),-2
CCc1ncc(C(=O)N2CCCC(Cn3cc(-c4ccccc4)nn3)C2)cn1 (configuration not stated),18
CC(NC(=O)CCc1nnc(-c2ccc3c(c2)OCO3)o1)c1cccc2ccccc12 (configuration not stated),-6
CSc1ccccc1C(=O)Nc1cc(-c2cccs2)nn1-c1nc(C)c(C)c(=O)[nH]1,-1
Cc1ccc(-c2nc(C=Nc3cc(Cl)ccc3C)c(O)o2)cc1,-12
Cn1cc(C(NC(=O)c2ccc(Cl)cn2)C(C)(C)C)cn1 (configuration not stated),-7&-6
O=C(CSc1nnnn1C1CC1)N1CCN(C(=O)c2cccs2)CC1,10
CCNC(=S)NCc1ccc2[nH]c(C)cc2c1,3
COc1nc(OC)nc(-c2ccc(F)c(CO)c2)n1,-5
CC(C)=CC(=O)Nc1cc(C(F)(F)F)ccc1NS(C)(=O)=O,-16
Cc1ccc(Sc2c(C)nn(C(=O)CNS(=O)(=O)c3ccccc3)c2C)cc1,-5
CCc1nn(C)c(Cl)c1CN(C)Cc1cnn(-c2ccccc2)c1,-16
OCC1(Cc2ccccc2Cl)CCN(Cc2cccc3cccnc23)CC1,-7
CCOc1ccc(C(=O)Nn2cnc3c(cnn3-c3ccc(C)cc3)c2=O)cc1,0
COC(=O)c1ccc(COC(=O)c2cccc(C(F)(F)F)c2)cc1,23
COc1ccccc1-c1nnc2n1N=C1CCCCC1S2 (configuration not stated),-3
CSc1ncc(CC(=O)O)c(Sc2ccc(Cl)cc2)n1,-1
CN(C(=O)COc1ccc(Br)cc1F)C1CCS(=O)(=O)C1 (configuration not stated),-3
CCc1ccc2c(c1)C(C)(C)C1(/C=C/c3ccco3)NC(=O)CCN21 (configuration not stated),-11
